Assay outcomes from PubChem.
GPR151 ag = human GPR151 activation | Q8TDV0 | PathHunter beta-arrestin GPR151 cells, luminescence | activation, % at 11.2 µM | 1% of 650,000 active; in the data active means activation above about 4.9%;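 further: 0% = median of compound wells and 100% = cells with positive control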
Target sequence (Q8TDV0 whole entry, looked up): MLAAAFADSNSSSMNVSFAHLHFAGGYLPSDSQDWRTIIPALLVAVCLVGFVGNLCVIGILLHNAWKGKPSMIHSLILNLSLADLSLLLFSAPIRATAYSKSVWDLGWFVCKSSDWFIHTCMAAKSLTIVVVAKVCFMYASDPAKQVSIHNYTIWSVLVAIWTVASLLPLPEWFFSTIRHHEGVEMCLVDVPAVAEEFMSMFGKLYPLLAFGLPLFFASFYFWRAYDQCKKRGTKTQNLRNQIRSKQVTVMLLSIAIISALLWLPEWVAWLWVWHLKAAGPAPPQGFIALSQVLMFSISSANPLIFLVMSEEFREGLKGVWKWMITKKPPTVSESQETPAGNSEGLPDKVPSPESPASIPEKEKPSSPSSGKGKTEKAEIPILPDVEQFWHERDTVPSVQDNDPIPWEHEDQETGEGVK
TEAD-YAP inh = TEAD-YAP interaction inhibition. HEK-TIYL cells, TEAD-Gal4/YAP UAS-luciferase luminescence. inhibition, % at 9.12 µM. 1.4% of 640,000 active. AID 1259422; in the data active means inhibition above about 32%;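 further: 0% = median of test compound wells and 100% = reference inhibitor wells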
MITF primary = human MITF inhibition, primary screen; O75030; AlphaScreen MITF homodimerization, bead proximity signal; inhibition, % at 2.6 µM; 0.91% of 650,000 active; AID 1259374; in the data active means inhibition above about 50%;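 further: 0% = vehicle wells with protein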
Target sequence (O75030 whole entry, looked up): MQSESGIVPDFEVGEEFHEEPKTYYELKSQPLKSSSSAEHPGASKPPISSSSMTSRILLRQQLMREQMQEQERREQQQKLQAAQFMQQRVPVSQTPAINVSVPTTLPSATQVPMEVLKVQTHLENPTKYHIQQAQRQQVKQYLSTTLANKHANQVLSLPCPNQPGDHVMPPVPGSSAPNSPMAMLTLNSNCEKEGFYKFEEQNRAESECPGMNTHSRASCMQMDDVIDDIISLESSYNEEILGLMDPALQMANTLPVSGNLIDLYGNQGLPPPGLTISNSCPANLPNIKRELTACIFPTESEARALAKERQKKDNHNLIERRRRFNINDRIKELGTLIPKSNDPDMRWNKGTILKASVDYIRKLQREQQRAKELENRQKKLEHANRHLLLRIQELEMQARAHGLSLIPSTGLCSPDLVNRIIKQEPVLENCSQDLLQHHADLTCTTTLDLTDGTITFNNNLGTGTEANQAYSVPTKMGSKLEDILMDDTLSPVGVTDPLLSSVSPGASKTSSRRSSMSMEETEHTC
FBW7 activator = activators of human E3 ligase FBW7; normalized activity (activation), % at 26.1 µM; AlphaScreen FBW7–phospho-cyclin E peptide binding, activator screen; AID 1259310; 0.13% of 650,000 active; in the data active means normalized activity above about 1.9%;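 further: purified mutant Fbw7 with reduced substrate affinity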
An asterisk follows results filed as active; x = not tested or not shown.

SMILES | GPR151 ag | TEAD-YAP inh | MITF primary | FBW7 activator
CC(=O)NC1=NC(C)C(=O)N1c1ccccc1 (centres undefined) | 0.9 | 2 | 6 | -0.3
CCOc1ccc(C(=O)N2CCc3cc(OC)c(OC)cc3C2COc2ccc(C(=O)OC)cc2)cc1OCC (centres undefined) | 20* | -7 | 3 | 0.2
CCc1ccc2nc3sc(C(=O)Nc4nnc(CC)s4)c(N)c3cc2c1 | -0.1 | -19 | -17 | 0.0
CC(C)c1ccccc1OCCNS(C)(=O)=O | -0.6 | -3 | 6 | 0.0
CCOC(=O)c1c(C)[nH]c(C(=O)COC(=O)[C@H](C)NC(=O)c2ccccc2Cl)c1C | 0.6 | 1 | 4 | 0.0
CCN(c1cccc(C)c1)S(=O)(=O)c1c[nH]c(C(=O)OC)c1 | 0.2 | -3 | 15 | -0.1
Cc1ccc(C(=O)O)cc1NC(=O)c1ccc2c(c1)C(=O)N(C(C)(C)C)C2=O | 0.4 | 4 | 7 | 0.0
COc1ccc(C(c2nnnn2Cc2ccco2)N2CCN(C)CC2)cc1 (centres undefined) | 0.4 | 2 | -8 | 0.1
O=c1c(COCc2ccccn2)cc2cccc3c2n1CCC3 | 1.1 | -19 | -8 | 0.1
CC(=O)N[C@@H](C)C(=O)Nc1ccc(C)c(Cl)c1 | 0.3 | 5 | -2 | 0.1
O=C(c1scc2c1CCCC2)N1CCCC(CNS(=O)(=O)c2cccs2)C1 (centres undefined) | 0.6 | -4 | 10 | 0.1
CC1CCCC(NC(=O)CCC(=O)N2CCOc3ccccc32)C1C (centres undefined) | 0.1 | -4 | 3 | -0.3

Arranged by count of non-hydrogen atoms (ascending): some entries from above
SMILES | GPR151 ag | TEAD-YAP inh | MITF primary | FBW7 activator
CC(=O)NC1=NC(C)C(=O)N1c1ccccc1 (centres undefined) | 0.9 | 2 | 6 | -0.3
O=c1c(COCc2ccccn2)cc2cccc3c2n1CCC3 | 1.1 | -19 | -8 | 0.1
CC1CCCC(NC(=O)CCC(=O)N2CCOc3ccccc32)C1C (centres undefined) | 0.1 | -4 | 3 | -0.3
CCc1ccc2nc3sc(C(=O)Nc4nnc(CC)s4)c(N)c3cc2c1 | -0.1 | -19 | -17 | 0.0
COc1ccc(C(c2nnnn2Cc2ccco2)N2CCN(C)CC2)cc1 (centres undefined) | 0.4 | 2 | -8 | 0.1
CCOc1ccc(C(=O)N2CCc3cc(OC)c(OC)cc3C2COc2ccc(C(=O)OC)cc2)cc1OCC (centres undefined) | 20* | -7 | 3 | 0.2

Taken from above.
Entry for `CCOC(=O)c1c(C)[nH]c(C(=O)COC(=O)[C@H](C)NC(=O)c2ccccc2Cl)c1C` under GPR151 ag: 0.6
Entry for `O=c1c(COCc2ccccn2)cc2cccc3c2n1CCC3` under MITF primary: -8
Entry for `Cc1ccc(C(=O)O)cc1NC(=O)c1ccc2c(c1)C(=O)N(C(C)(C)C)C2=O` under TEAD-YAP inh: 4
Entry for `COc1ccc(C(c2nnnn2Cc2ccco2)N2CCN(C)CC2)cc1` (centres undefined) under MITF primary: -8

Next entries follow.
SMILES | GPR151 ag | TEAD-YAP inh | MITF primary | FBW7 activator
Cc1ccc(C2C=C(c3ccc(Br)cc3)Nc3ncnn32)c(C)c1 (centres undefined) | -0.6 | -9 | -3 | 0.0
CC1CCN(C(=O)C2CCN(C3CC(=O)N(c4ccc(Cl)cc4)C3=O)CC2)CC1 (centres undefined) | -1.2 | 6 | 18 | 0.3
Cc1ccc(NC(=S)Nc2ccc(S(N)(=O)=O)cc2)c(OC(F)F)c1 | -1.7 | 10 | 13 | 0.1
CC(C)(C)c1ccc(C(=O)Nc2ccc(N3CCOCC3)c(Cl)c2)cc1 | -0.8 | 1 | 14 | -0.2
CCn1c(C(=O)O)c(CC(=O)NCC2CCCO2)c2ccccc21 (centres undefined) | -0.8 | 1 | 3 | 0.2
N#CCSc1nnc2c(n1)[nH]c1ccccc12 | -1.2 | 5 | -2 | -0.1
O=C(NCCc1ccccc1)C(c1cccnc1)N(C(=O)c1csnn1)c1ccccc1 (centres undefined) | -0.3 | -4 | -13 | -0.1
O=C(/C=C/c1cc2cccc3c2n(c1=O)CC3)N1CCOCC1 | -1.1 | -15 | 20 | 1.1
CCOc1cc(C2C(C#N)=C(N)Oc3n[nH]c(C)c32)ccc1OCCN1CCOCC1 (centres undefined) | -0.2 | 2 | 6 | -0.4
Cc1cc2c(Nc3cccc(Cl)c3C)ncnc2s1 | 0.1 | -48 | -4 | 0.9
Cc1ccc(C)c(C2=C/C(=C/c3ccc(OCc4ccccc4)cc3)C(=O)O2)c1 | -0.2 | 6 | 1 | 0.0
O=C(Nc1cccc2ccccc12)C1CCCN(c2ccc(-n3cccn3)nn2)C1 (centres undefined) | -1.6 | -10 | -1 | -0.1
CCN1CCc2c(sc(NC(=O)CSc3ccc(OC)cc3)c2-c2nc3ccccc3s2)C1 | 0.5 | 6 | -27 | 0.8
C=CCn1c(SCC(=O)Nc2ccc(S(N)(=O)=O)cc2)nnc1-c1ccccc1O | -0.5 | 9 | 0 | -0.1
CC(=O)Nc1cc(C(=O)O)cc(C(=O)O)c1 | 1.1 | 8 | -11 | 0.1
COc1ccc(OC)c(NC(=O)COC(=O)c2cc(Cl)cc(Cl)c2N)c1 | 1.3 | -6 | 11 | 0.0
O=C(CN1CCc2nc(N3CCCC3)[nH]c(=O)c2C1)Nc1ccc(C2CCCCC2)cc1 | -0.3 | 2 | 17 | -0.1
CC(=O)Nc1ccc2nc(N)sc2c1 | -0.1 | 1 | 5 | 0.0
CCOc1cc(C2C(C(=O)OC)=C(C)N(C)C(C)=C2C(=O)OC)ccc1OC(C)=O | -1.5 | 4 | 8 | 0.0
CC(NC(=O)CSc1ncc(-c2ccccc2)nn1)c1ccccc1 (centres undefined) | -1.4 | -2 | 18 | 0.5
Cc1ccc2nc(-c3ccccc3)c(CN3CCSCC3)n2c1 | 1.0 | -13 | 9 | 0.0
O=C(NCCc1ccccc1)c1ccccc1-n1cnc2ccccc2c1=O | -0.3 | -6 | 1 | 0.0
Cc1cc(C)c(-n2nnnc2SCC(=O)NCCc2ccccc2)c(C)c1 | -0.4 | -2 | -4 | -0.1
COc1cc(C2Nc3cccc4cccc(c34)N2)ccc1OC(C)=O | -0.5 | -2 | -2 | -0.1
COCCCNC(=O)c1ccc2c(c1)NC(=O)C(CSCc1cccc(F)c1)N2 (centres undefined) | 1.4 | -1 | 10 | -0.2
CCn1c(SCC(=O)NC)nnc1C(C)C | -0.7 | 6 | 12 | 0.1
Cc1ccccc1NC(=O)CSc1nnc2n(-c3ccccc3)c(=O)c3ccccc3n12 | 1.2 | 5 | -2 | -0.1
CCc1ccccc1CNC(=O)[C@H](CCSC)N1Cc2ccccc2C1=O | 3.4 | 8 | -5 | -0.2
CCOc1ccccc1NC(=O)c1ccc(F)c(S(=O)(=O)N(CC)c2ccccc2)c1 | 0.2 | -2 | 6 | 0.2
COC(=O)C1=C(O)/C(=C/c2cc(C)n(-c3ccc(OC)cc3)c2C)N=C1C | 1.7 | 1 | 12 | -0.2
C/C(CC(=O)Nc1cccc(C)c1)=N\NC(=O)C12CC3CC(CC(C3)C1)C2 | 2.0 | -39 | -8 | 0.1
CCOC(=O)C1CCN(C(=O)C2CC(Cc3cccc4ccccc34)=NO2)CC1 (centres undefined) | 0.0 | -68 | -6 | 0.0
Cc1onc(-c2ccccc2)c1CNC(=O)c1ccccc1C(=O)O | 0.3 | 6 | 1 | -0.2
C=CCc1cccc(/C=N/c2ncccc2C)c1O | -1.0 | 1 | 7 | 0.1
CCCc1cc(=O)[nH]c2nnc(SCC)n12 | 0.2 | 2 | 2 | 0.0
Cc1ccc(C(=O)N2CCN(CCO)CC2)cc1 | -0.2 | 3 | 9 | 0.2
CCCCCCCCCCCCCCCC(=O)OC[C@H](COP(=O)(O)OCC[N+](C)(C)C)OC(=O)CCCC(=O)/C=C/C(=O)O | -0.4 | x | 5 | x
O=[N+]([O-])c1cc(/C=N\Nc2nc(-c3ccccc3)cs2)ccc1O | -0.8 | 11 | -5 | -0.2
OCc1ccc(OCc2ccc(I)cc2)cc1 | -0.1 | -34 | 10 | 0.6
CC(C)n1cnc2c(NC3CC3)nc(Nc3ccncn3)nc21 | -1.5 | -13 | 7 | 0.2
CCOc1ccc2nc(N3CCCC3C(=O)N3CCN(c4ccccc4)CC3)nc(C)c2c1 (centres undefined) | 1.6 | 6 | 13 | 0.2
CC(=NCc1ccco1)c1c(-c2ccccc2)[nH]n(-c2nc3ccccc3s2)c1=O | 0.8 | 5 | 0 | 0.0
CC#CC(=O)N1CCC(Oc2cccc(C(=O)NCc3ccccn3)c2)CC1 | 0.0 | 3 | -3 | 0.0
OCC1CCCCN1Cc1cc(Cl)c2cccnc2c1O (centres undefined) (tested in a mixture with another compound) | -0.3 | 76* | 66* | -0.3
CCN(CC)C(=O)CN1C(=O)COCC1=O | -0.1 | 5 | 4 | 0.0
CCOC(=O)CCN(Cc1sccc1C)S(=O)(=O)c1ccc([N+](=O)[O-])cc1 | -0.4 | -1 | 25 | -0.1
N#Cc1ccsc1NC(=O)c1cccc(F)c1 | -0.5 | -2 | -3 | 0.0
Cc1cccc(C)c1OCC(=O)Nc1ccc(N(C)C)cc1 | 0.8 | -33 | 1 | -0.5

A second format for some results above:
SMILES	GPR151 ag	TEAD-YAP inh	MITF primary	FBW7 activator
CC#CC(=O)N1CCC(Oc2cccc(C(=O)NCc3ccccn3)c2)CC1	0.0	3	-3	0.0
OCC1CCCCN1Cc1cc(Cl)c2cccnc2c1O (centres undefined) (tested in a mixture with another compound)	-0.3	76*	66*	-0.3

New compounds follow
SMILES | GPR151 ag | TEAD-YAP inh | MITF primary | FBW7 activator
Cc1sc2nc(C(C)C)n3c(=O)n(CC(=O)N4CCNC(=O)C4(C)C)nc3c2c1C | 0.6 | -17 | 1 | -0.2
CSC1=NC(=Nc2cccc(C)c2)C2(CCCC2)N1c1ccccc1Cl | -0.3 | -3 | -3 | 0.0
COc1ccc(CN2CCN(Cc3ccc4c(c3)OCO4)CC2)cc1OC | 0.0 | -1 | 82* | -0.1
CCOC(=O)C1=C(C)N=c2s/c(=C/c3ccc(F)cc3)c(=O)n2C1c1c(OC)ccc2ccccc12 (centres undefined) | -0.1 | -5 | 4 | 0.1
COc1ccc(/C=c2/[nH]/c(=C/C(=O)c3ccccc3)c(=O)[nH]c2=O)c(OC)c1 | -1.0 | -8 | 4 | 0.0
C=CCn1c(SCC(=O)Nc2nc(C)cs2)nc2c([nH]c3ccccc32)c1=O | 1.6 | -11 | 14 | 0.6
O=[N+]([O-])c1ccccc1S(=O)(=O)N1CCN(S(=O)(=O)c2ccc(Cl)cc2)CC1 | 0.1 | -3 | 6 | 0.1
Cc1cc(C)nc(NS(=O)(=O)c2ccc(NC(=O)c3sc4nc(-c5cccs5)cc(C(F)(F)F)c4c3N)cc2)n1 | -1.4 | 4 | 12 | 0.8
Clc1nnc(Cl)c2c1ncn2Cc1ccccc1 | 1.6 | 2 | 1 | -0.2
COc1cccc(CN2CCc3nnc(CNC(=O)C4CCCN(C)C4)n3CC2)c1O (centres undefined) | -0.1 | 6 | -9 | -0.1
NC(=S)Cn1c(CN2CCOCC2)nc2ccccc2c1=O | -1.8 | -5 | -7 | 0.1
CCOC(=O)c1c(NC(=O)c2ccc(S(=O)(=O)N3CCCCC3C)cc2)sc2c1CCN(C(=O)OCC)C2 (centres undefined) | -0.8 | 15 | 6 | 0.3

Overlap with the part before: 4 entries, then new ones.
SMILES | GPR151 ag | TEAD-YAP inh | MITF primary | FBW7 activator
Clc1nnc(Cl)c2c1ncn2Cc1ccccc1 | 1.6 | 2 | 1 | -0.2
COc1cccc(CN2CCc3nnc(CNC(=O)C4CCCN(C)C4)n3CC2)c1O (centres undefined) | -0.1 | 6 | -9 | -0.1
NC(=S)Cn1c(CN2CCOCC2)nc2ccccc2c1=O | -1.8 | -5 | -7 | 0.1
CCOC(=O)c1c(NC(=O)c2ccc(S(=O)(=O)N3CCCCC3C)cc2)sc2c1CCN(C(=O)OCC)C2 (centres undefined) | -0.8 | 15 | 6 | 0.3
O=C(Nc1ccc(-c2noc(-c3ccccc3[N+](=O)[O-])n2)cc1)c1ccc(Br)o1 | -0.7 | -8 | 3 | 0.9
O=C(Nc1ccc(Cl)c(Cl)c1)C(=O)N1CCCCC1 | -1.9 | -76 | -2 | -0.1
COc1ccccc1N1CCN(C(=O)c2sc3nc(C)nc(N4CCC(C)CC4)c3c2C)CC1 | 1.4 | 8 | 11 | 0.1
CCC(C)NC(=O)c1c(-c2ccccc2)noc1C (centres undefined) | 0.7 | 0 | -4 | 0.1
O=C(CCS(=O)(=O)c1cccs1)Nc1ccc(C(=O)NC2CCCCC2)cc1 | -0.1 | 7 | 1 | 0.0
NC(=O)c1c(NC(=O)CSc2ccc(Cl)cc2)sc2c1CCC2 | -0.8 | -1 | -3 | -0.1
CCN(CC)C(=O)NCC1CC(CNC(=O)N(CC)CC)C1(C)C (centres undefined) | -0.9 | -4 | 1 | -0.1
CCOC(=O)/C(C#N)=C/c1ccc(OCC(=O)Nc2ccccc2)cc1 | -1.3 | -26 | -7 | -0.1
CCCc1ccc(OCCNC(=O)C(C)N2C(=O)c3ccccc3C2=O)cc1 (centres undefined) | 0.5 | -10 | 8 | 0.1
COc1cccc(/C=C2\SC(=S)N(C)C2=O)c1O | -0.4 | -42 | -69 | 0.0
CCOc1ccc(NS(=O)(=O)c2coc(C(N)=O)c2)cc1 | 0.7 | -5 | -1 | 0.0
CN(c1ccccc1)C1SC(=O)NC1=O (centres undefined) | -0.1 | 12 | 6 | 1.5
C=CCN(CC=C)C(=S)Nc1ccc([N+](=O)[O-])cc1OC | -1.7 | -1 | 14 | 0.1
N#Cc1cc(C#N)c(SCC(=O)Nc2ccc(NC(=O)CSc3nc(N)c(C#N)cc3C#N)c(Cl)c2)nc1N | -1.4 | 9 | 8 | 0.4
